# Screens from PubChem BioAssay.
# ERG-DNA inh: ERG Ets/DNA interaction inhibition. P11308. fluorescence polarization, His-ERG Ets domain / labelled DNA. Potency, µM (series often up to 76.9 µM), for inactives: at the top dose FP activity, negative = inhibition, usual class: inhibitors. 370,000 compounds, 0.028% hits; active = well fitted inhibition curve with a large enough effect in the polarisation, with a control signal flat; inconclusive = small, poorly fitted or top-dose-only effect, or effect the other way, or a change in a side signal; inactive = no such curve, though single readings can be large or run the other way; the % refers to the polarisation;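 note: polarization taken with two DNA probes labelled with fluorescein and Texas red; % of control where 0% means no effect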
#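 His-tagged ERG Ets domain (1 uM in the protein solution; 300mM KCl, 50mM Tris-HCl, 1mM EDTA, 1mM DTT, pH 7.5) received compound, then a probe mix of 5 nM fluorescein-DNA and 100nM Texas-615-DNA. Fluorescence polarization was read for both dyes.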
# Tb PGK inh: inhibitors of T. brucei phosphoglycerate kinase; P07378; PGK/GAPDH coupled, Kinase-Glo luminescence, 60 min; Potency, µM (doses to about 57.5 µM), for the others: at the top dose activity change, negative = inhibition, usual class: inhibitors; 380,000 compounds, 0.043% hits; note: % is set by controls: 0 for no effect and ±100 for the full control effect; nearly all actives have a fitted effect of over 60% in size
# Target sequence (P07378 whole entry, looked up): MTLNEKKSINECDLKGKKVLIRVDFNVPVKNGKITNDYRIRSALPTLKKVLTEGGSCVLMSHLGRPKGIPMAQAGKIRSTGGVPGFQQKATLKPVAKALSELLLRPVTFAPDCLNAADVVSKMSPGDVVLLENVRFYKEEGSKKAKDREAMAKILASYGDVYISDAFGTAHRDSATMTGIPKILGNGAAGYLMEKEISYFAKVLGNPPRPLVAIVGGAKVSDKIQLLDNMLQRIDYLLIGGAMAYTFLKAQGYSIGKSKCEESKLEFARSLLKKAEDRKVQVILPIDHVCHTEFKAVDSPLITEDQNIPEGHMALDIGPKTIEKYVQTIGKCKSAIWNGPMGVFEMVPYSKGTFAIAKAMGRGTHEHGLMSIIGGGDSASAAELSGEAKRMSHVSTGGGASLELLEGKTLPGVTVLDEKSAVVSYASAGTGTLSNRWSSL
#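 Recombinant glycosomal PGK reaction used 1,3-bisphosphoglycerate generated in-well by GAPDH (100nM final) in 100mM TEA pH 7.6, 5mM MgCl2, 0.01% Tween-20. After 60 minutes at room temperature, ATP was read by Kinase-Glo Plus luminescence end-point.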
# RGS4 inhibitor: human RGS4 inhibition; P49798; Transcreener GDP fluorescence polarization, RGS4-accelerated GTP hydrolysis; Potency, µM (series often up to 114 µM), inactives show at the top dose activity change, negative = inhibition, hits mostly inhibitors; 390,000 compounds, 0.039% hits; AID 504845; note: % is set by controls: 0 for no effect and ±100 for the full control effect; nearly all actives have a fitted effect of over 75% in size; some results filed as inactive show a strong effect at the top dose
#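 MLSMR compounds (23 nl, pin-transferred) preincubated 10 min at room temperature with a 500nM (2x) first reagent, then RGS4 at 900nM (2x) plus Transcreener GDP mix added; fluorescence polarization (620/688 nm) read before and after 90 min at 30 °C.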
# JMJD2A Tudor inh: JMJD2A Tudor domain (human) inhibition | O75164 | AlphaScreen JMJD2A-Tudor / H3K4me3 peptide binding | Potency, µM (titrated, usually from 114 µM), inactives show at the top dose activity change, negative = inhibition, actives largely listed as inhibitors | 390,000 compounds, 4.4% hits | AID 504339; note: % is set by controls: 0 for no effect and ±100 for the full control effect; nearly all actives have a fitted effect of over 50% in size
# GLS inhibitor: inhibitors of human glutaminase (GLS). O94925. GLS enzymatic activity, qHTS titration. Potency, µM (top dose mostly 45.5 µM), for inactives: at the highest dose activity change, negative = inhibition, usual class: inhibitors. 410,000 compounds, 0.21% hits; note: % is set by controls: 0 for no effect and ±100 for the full control effect
#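 hKGA; 45 mM KH2PO4 pH 8.2 + 0.02% Tween-20; cpd via pin tool; 1 mM Gln soln; GluOx/HRP/Amplex Red; RT 30 min; fluor. t0 & final.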
# 12-LOX inh: ALOX12 (human) lipoxygenase inhibition. P18054. purified 12hLO, xylenol orange hydroperoxide absorbance. Potency, µM (top dose mostly 108 µM), for inactives: top-dose activity change, negative = inhibition, actives largely listed as inhibitors. 580,000 compounds, 1.1% hits. AID 1671190; note: % is set by controls: 0 for no effect and ±100 for the full control effect
#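 Hydroperoxide product was detected by ferrous iron/xylenol orange as the 573 to 405 nm absorbance ratio. Arachidonic acid at 40 uM (final) was turned over for 30 min at room temperature by 150 nM human 12hLO, pH 7.0 Hepes buffer, after 15 min compound preincubation.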
# rTrxR1 inhibitor: inhibitors of rat thioredoxin reductase 1; O89049; recombinant rTrxR1, NADPH fluorescence consumption, selenite substrate; Potency, µM (top dose mostly 114 µM), inactives show top-dose activity change, negative = inhibition, hits mostly inhibitors; 390,000 compounds, 1% hits; AID 588453; note: % is set by controls: 0 for no effect and ±100 for the full control effect; nearly all actives have a fitted effect of over 65% in size
# Target sequence (O89049 whole entry, looked up): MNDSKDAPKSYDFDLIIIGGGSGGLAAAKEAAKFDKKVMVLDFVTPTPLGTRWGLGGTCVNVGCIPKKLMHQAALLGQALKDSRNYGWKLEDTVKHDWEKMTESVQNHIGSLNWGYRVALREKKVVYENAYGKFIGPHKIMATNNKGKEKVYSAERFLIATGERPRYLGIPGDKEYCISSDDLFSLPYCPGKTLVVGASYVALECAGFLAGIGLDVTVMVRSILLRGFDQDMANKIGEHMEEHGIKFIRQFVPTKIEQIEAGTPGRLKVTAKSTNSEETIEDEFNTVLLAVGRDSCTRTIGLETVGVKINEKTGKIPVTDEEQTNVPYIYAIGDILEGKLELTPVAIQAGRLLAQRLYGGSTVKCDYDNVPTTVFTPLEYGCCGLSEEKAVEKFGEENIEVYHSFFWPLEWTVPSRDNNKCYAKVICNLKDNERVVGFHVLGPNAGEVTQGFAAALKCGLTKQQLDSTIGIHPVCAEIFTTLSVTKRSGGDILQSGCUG
#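 Rat TrxR1 (90 nM in the dispensed reagent) was pre-reduced with 400 uM NADPH for 5 min at room temperature, then incubated with compound for 15 min. After 400 uM selenite was added, NADPH fluorescence (Ex 340/Em 450 nm) was followed for 8 min.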
# Pin1 inh: blocks the human prolyl isomerase Pin1 | Q13526 | Pin1 FP peptide displacement, HiFluor488, 10 min | Potency, µM (doses to about 115 µM), inactives show at the top dose activity, negative = inhibition, most hits filed as inhibitors | 390,000 compounds, 0.009% hits | AID 504891; active = well fitted inhibition curve with a large enough effect in the polarisation, with a control signal flat, not every such curve was filed as active; inconclusive = small, poorly fitted or top-dose-only effect, or effect the other way, or a change in a side signal; inactive = no such curve, though single readings can be large or run the other way; the % refers to the polarisation; note: % is set by controls: 0 for no effect and ±100 for the full control effect
# Target sequence (Q13526 whole entry, looked up): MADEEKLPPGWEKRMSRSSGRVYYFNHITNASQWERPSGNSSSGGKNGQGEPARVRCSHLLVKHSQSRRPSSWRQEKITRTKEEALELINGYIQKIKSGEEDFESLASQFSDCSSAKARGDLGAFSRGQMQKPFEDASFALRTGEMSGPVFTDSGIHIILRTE
# HP1b chromo inh: inhibitors of HP1-beta chromodomain binding to methylated histone tails; P83916; Potency, µM (highest dose often 114 µM), without a hit: at the top dose activity change, negative = inhibition, most hits filed as inhibitors; AlphaScreen HP1-beta / biotin-H3K9me3 peptide binding; AID 540317; 390,000 compounds, 0.56% hits; note: nearly all actives have a fitted effect of over 70% in size; inactives centre near 23
#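 AlphaScreen: HP1-beta (50 nM) preformed 30 min with biotin-H3(1-18)K9me3 peptide (50 nM) in PBS pH 7.4, 0.01% Tween-20. Compound added for 30 min at RT, then streptavidin donor/nickel chelate acceptor beads (10 ug/mL) for 30 min.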
# The depositor's hits bear a star; i = inactive; ? = inconclusive; · = not tested or not shown; [ ] = remark or other dose. Unless noted, calls come from the whole dose curve; as a rule, active = well fitted curve in the direction sought with a large enough effect; inconclusive = small, poorly fitted or top-dose-only effect, or another doubt; inactive = no such curve, though single readings can be large; an effect the other way counts as inactive or inconclusive. Potency is the fitted concentration of half-maximal effect.
entry	smiles	ERG-DNA inh	Tb PGK inh	RGS4 inhibitor	JMJD2A Tudor inh	GLS inhibitor	12-LOX inh	rTrxR1 inhibitor	Pin1 inh	HP1b chromo inh
1	COc1ccccc1NC(=O)c1c(C)cc(C)nc1SCC(=O)c1ccc(Cl)cc1	4%	i	36%	-16%	0%	5%	7%	10%	28%
2	CCOC(=O)C(C(=O)Nc1ccccc1)C1CCCCC1 (configuration not stated)	-14%	-6%	-16%	-11%	-4%	0%[57.4 µM]	-9%	-1%	76%[activator]
3	O=C(O)CCC(NS(=O)(=O)c1ccc(N2CCCC2=O)cc1)C(=O)O (configuration not stated)	·	5%[11.5 µM]	17%	-7%	2%	-12%	18%	-12%	33%
4	Cc1cc(C)cc(NS(=O)(=O)c2cnc(Cl)c(Cl)c2)c1	-1%	10%	-11%	1%	5%	-2%	7%	?	49%[activator]
5	CCc1cccc2c(C(=O)COC(=O)c3nn(C)c(=O)c4ccccc34)c[nH]c12	-2%	0%	8%[11.4 µM]	10%[11.4 µM]	-16%	?	16%[57.1 µM]	29%	36%
6	CSc1ccccc1C(=O)C1CCCN(C(=O)CCN2CCCO2)C1 (configuration not stated)	-2%	-2%	-11%	-13%	-2%	16%	3%[57.1 µM]	13%	21%
7	CN(C)/C(=N\S(=O)(=O)c1ccccc1)c1ccc(F)cc1	8%	-4%	15%	-14%	-5%	0%	-2%	-4%	35%
8	CCCOc1ccc(C(=O)OCCN2CCCCC2)c(O)c1	-3%	i	-12%	-13%	2%	-24%	24%[11.4 µM]	5%	36%
9	Cc1ccc(/C=C/C(=O)NCc2ccccn2)o1	-4%	?	-22%	50µM*	?	-1%	?	?	?
10	COC(=O)c1cc(OC)c(OC)cc1NC(=O)Cn1nnc(-c2ccccc2Cl)n1	-5%	-1%	-7%	-11%	5%	-15%	112%[activator]	1%	18%
11	Cc1nc(NC(=O)C2CC2)sc1C(=O)Nc1ccccc1	8%	i	2%	-7%	3%	-11%	9%[57.1 µM]	-1%	16%
12	COc1cccc(CNC(=O)N2CCN(c3ccccc3)CC2)c1	-6%	-2%	3%	-4%	-8%	-11%	16%	0%	23%
13	COc1ccc(-c2ncnc(C(F)(F)F)c2-c2csc(C)n2)c(O)c1	-5%	-1%	-13%	-13%	20%	-7%	-4%	-2%	62%[activator]
14	CC(C)C(c1nnnn1C(C)(C)C)N1CCN(Cc2cccnc2)CC1 (configuration not stated)	2%	0%	-3%	-17%	14%	?	12%	4%	26%
15	COc1ccc(N2CCN(CCCNC(=O)c3cc(Nc4ccccc4OC)nc4ccccc34)CC2)cc1	1%	-7%	-21%	35µM*	31%[activator]	?	22%[57.1 µM]	-5%	?
16	CCN(CC)S(=O)(=O)c1ccc(N2CCOCC2)c(NC(=O)c2ccc3ccccc3c2)c1	-7%	-4%	24%	-23%[57.1 µM]	0%	-18%	3%	30%	33%
17	O=C(NCCS(=O)(=O)N1CCN(c2ccccc2)CC1)c1ccc(Br)o1	9%	i	-51%	-9%	-8%	-18%	-7%[57.1 µM]	1%	24%
18	Fc1ccccc1OCC1CCCN(Cc2nc(CC3CC3)no2)C1 (configuration not stated)	4%	-5%	-12%	41%[activator]	-1%	-5%	3%	?	55%[activator][57 µM]
19	N#CC1=C(N)S[C@@H](C(=O)c2ccc(F)cc2)[C@@H]1c1cccs1	10%	i	-29%	?	27%	-11%	-9%	1%	-7%
20	O=C1N/C(=C/c2cccs2)C(=O)N1Cc1ccccc1F	5%	i	-15%	-13%	1%	-3%	12%	8%	29%[57 µM]
21	CCOc1ncccc1C(=O)OCC(=O)NCc1ccc(C(=O)OC)cc1	·	4%	1%	-17%	3%	460%[activator]	-5%	-1%	24%
22	O=C(O)CN(CCc1ccccc1)S(=O)(=O)c1ccccc1	4%	4%	-23%	-1%	23%	-8%	19%	-7%	30%
23	COc1ccc(-c2c(C)nn(-c3ccccc3)c2N)cc1	-2%	-5%	-2%	-21%	-5%	-11%	13%[57.1 µM]	1%	11%
24	CCOc1ccc2nc(-c3ccccc3)nc(SCC(=O)OC)c2c1	-9%	-3%	-6%	-3%	-16%	27%	4%[57.1 µM]	-2%	53%[activator]
25	COCn1c(-c2ccc(OC)c(OC)c2)nc2ccccc21	-7%	-8%	-23%	6%	·	0%	13%	-1%	29%
26	CCOc1ccc(N2C(=O)CC(Cc3ccccc3OC)C2=O)cc1 (configuration not stated)	-8%	i	13%	-5%	1%	23%	13%[57.1 µM]	5%	33%
27	CC1CCN(c2nc3ccc(C(=O)NCc4ccccc4Cl)cc3s2)CC1	1%	-5%	-2%	4%	1%	0%	14%	6%	36%
28	CN(C)CCCN(C(=O)COc1ccc(Cl)cc1)c1nc2cc3c(cc2s1)OCO3	-4%	6%	32%	?	4%	?	6%	0%	-9%
29	COc1ccccc1NC(=O)CSc1nc2ccccc2c(=O)n1CCNC(C)=O	-12%	3%	-13%	5%	-1%	-3%	16%	-8%	44%
30	COCCNC(=O)CSc1ccc(C)cc1	-12%	3%	1%	-4%	-5%	-20%	-4%	0%	47%[activator]
31	COc1ccccc1Nc1nc(N)nc(CN2CCN(c3ccccc3F)CC2)n1	6%	4%	10%	?	11%	-4%	22%[57.1 µM]	2%	13%
32	O=S(=O)(Nc1ncccn1)c1cc(Cl)ccc1Cl	-8%	2%	-12%	-7%	1%	4%	-4%	-2%	47%[activator]
33	Cc1c(C(=O)OCC(=O)N2C(C)CCCC2C)oc2ccccc12 (configuration not stated)	20%	i	17%	-7%	-22%	5%	29%	-3%	38%
34	CCOC(=O)CCNC(=O)N1CCC(CCOc2ccccc2)(C(=O)OCC)CC1	-9%	4%	-15%	-7%	13%	1%	4%	1%	39%[activator]
35	Nc1ccc(Br)c2c1C(=O)c1ccccc1C2=O	-1%	-5%	9%[11.4 µM]	?	-2%	·	-65%	?	?
36	COc1ccccc1OCC(=O)Nc1ccc(NC(=O)COc2ccccc2OC)cc1	2%	-1%	-15%	-7%	3%	-8%	16%	4%	28%
37	CCn1c(C2CCN(S(=O)(=O)c3ccc(OC)cc3)CC2)n[nH]c1=S	2%	i	4%	6.3µM*	0%	62%[activator]	9%[57.1 µM]	2%	8%
38	COCCCn1c(SCC(=O)Nc2ccc(C)cc2)nc2ccccc2c1=O	0%	-8%	0%	10%	-4%	3%	10%[57.1 µM]	3%	31%
39	O=C(NNC(=O)c1cc(S(=O)(=O)N2CCCCC2)ccc1Cl)c1ccccc1O	-5%	-9%	-21%	0%	14%	?	18%	0%	51%[activator]
40	Cc1cccn2cc(-c3cccc(NC(=O)c4cccs4)c3)nc12	1%	0%	?	-33%	-14%	1%	15%[57.1 µM]	4%	5%
41	COc1ccc(C(CNC(=O)c2ccc(NS(=O)(=O)c3ccc(F)c(C)c3)cc2)N(C)C)cc1 (configuration not stated)	0%	2%	-20%	-27%	10%	-9%	1%	5%	6%
42	COc1ccc(NC(=O)Cn2nnc3sc4c(c3c2=O)CC(C)(C)OC4)cc1	-2%	9%	-1%	-2%	-1%	0%	0%	-8%	38%
43	OCCN(CCO)c1ncnc2c1oc1ccc(Br)cc12	1%	-8%	28%	1%[57.1 µM]	4%	-18%	4%	?	13%
44	CCc1cnc2c(c1SCC(=O)NCc1ccccc1Cl)c(=O)n(C)c(=O)n2C	-14%	-8%	3%	-11%	-12%	-22%	14%[57.1 µM]	-9%	?
45	CN(CC(=O)Nc1cccc(S(=O)(=O)N2CCCCC2)c1)Cc1ccc(F)cc1	-6%	-3%	11%	-20%	2%	-11%	18%	5%	14%
46	Cc1cc(C)c(NC(=O)CNC(=O)COC(=O)C2CCN(c3ccc(C(F)(F)F)cn3)CC2)c(C)c1	4%	-3%	7%	-8%	10%	-6%	1%	4%	20%
47	Cc1ccc(CCNC(=O)C2COc3ccccc3C2)cc1 (configuration not stated)	3%	-10%	12%	-14%	-8%	-24%	22%[57.1 µM]	-4%	12%[57 µM]
48	CN1CCN(C(=O)c2cnn(-c3ccccc3)c2NC(=O)c2ccccc2F)CC1	9%	i	-15%[11.4 µM]	-24%[11.4 µM]	-2%	50%[activator]	11%[57.1 µM]	-1%	49%[activator]
49	O=C(NCc1nnc(SCC(=O)N2CCCC2)o1)c1ccccc1F	-6%	5%	-14%	4%	4%	15%	13%	-6%	23%
50	COc1ccc(C(C(=O)NC2CCCC2)N(C(=O)c2csnn2)C2CCCC2)cc1 (configuration not stated)	10%	-3%	2%	-5%	0%	-17%	26%	-7%	10%

# (continued)
entry	smiles	ERG-DNA inh	Tb PGK inh	RGS4 inhibitor	JMJD2A Tudor inh	GLS inhibitor	12-LOX inh	rTrxR1 inhibitor	Pin1 inh	HP1b chromo inh
51	CCC(C)Nc1nc(SC(C(C)=O)C(C)=O)nc(N(C)C)n1 (configuration not stated)	4%	-10%	-13%	?	-13%	?	2%[57.1 µM]	3%	4%
52	CN(C)c1ccc(N2C(=NC(=O)C3CCCO3)SC3CS(=O)(=O)CC32)cc1 (configuration not stated)	-7%	-1%	-6%	?	32%[activator]	-1%	5%	-5%	9%
53	Cc1ccc(-c2oc3ccccc3c(=O)c2OCC(=O)O)cc1	-3%	-7%	-15%	-6%	0%	-43%	0%	-7%	3%
54	COc1cc(S(=O)(=O)N2CCN=C2c2ccccc2)ccc1Cl	-3%	-2%	19%	-12%	2%	-3%	16%	-8%	35%
55	COc1ccc(C(=O)CN2CCN(S(=O)(=O)c3ccc(C(C)C)cc3)CC2)cc1	2%	7%	-24%	-22%	5%	-15%	-1%[57.1 µM]	-2%	17%

# Not all compounds are listed; the hit share may differ from the screen's.
